PG9 Ab binder: small molecules binding HIV-1 gp120 antibody PG9; TR-FRET gp120-PG9 antibody binding; inhibition, % at 6.7 µM; 360,000 compounds, 0.43% hits; AID 624416; in the data active means inhibition above about 8.5%
DDE Tn7 FP inh: inhibitors of Tn7 peptide binding to human fibrin DD(E); P02675; FP displacement of FITC-Tn7 peptide from fibrin DD(E); 0% = median of compound wells per plate; inhibition, % at 8.3 µM; 370,000 compounds, 0.13% hits; AID 720508;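 active means inhibition above the mean of compounds falling within the control limits plus 3 SD of them, cut at about 14% in these data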;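 further: 0% = plate median of compound wells and 100% = 10 µM Aha-Tn7 peptide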
Target sequence (P02675 whole entry, looked up): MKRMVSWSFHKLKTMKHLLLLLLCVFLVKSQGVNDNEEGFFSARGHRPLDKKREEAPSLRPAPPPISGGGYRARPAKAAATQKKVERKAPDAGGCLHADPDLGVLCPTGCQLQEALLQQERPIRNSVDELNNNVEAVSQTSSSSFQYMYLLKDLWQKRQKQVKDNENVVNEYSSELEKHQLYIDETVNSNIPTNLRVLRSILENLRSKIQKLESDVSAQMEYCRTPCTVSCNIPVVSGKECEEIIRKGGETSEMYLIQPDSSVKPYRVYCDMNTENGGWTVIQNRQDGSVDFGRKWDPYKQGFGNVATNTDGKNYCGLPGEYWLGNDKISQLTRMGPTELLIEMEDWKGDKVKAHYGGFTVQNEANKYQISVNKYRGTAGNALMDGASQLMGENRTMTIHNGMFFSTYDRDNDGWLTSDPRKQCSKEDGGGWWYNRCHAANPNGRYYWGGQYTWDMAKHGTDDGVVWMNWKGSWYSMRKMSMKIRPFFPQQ
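Assay system: Fibrin-DD(E) protein isolated from polymerized human fibrin clots; read-out basis: percent inhibition; medium: Tris/NaCl/CaCl2 buffer, pH 7.8; signal: FP measurement; incubation: 10 min plus 3 h, room temperature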
SIAE inh: human SIAE inhibition, primary screen; SIAE FP-Rh probe binding, fluorescence polarization; inhibition, % at 9.66 µM; 370,000 compounds, 0.69% hits;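 active means inhibition above a cutoff: mean of compounds within the control limits plus 3 SD of those, cut at about 17% in these data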;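 further: 0% = plate median of compound wells and 100% = probe without SIAE protein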
UHRF1 MBD2 ctr: human UHRF1 methylated DNA binding inhibitors; Q96T88; UHRF1 binding to methylated oligo, TR-FRET; inhibition, % at 4.4 µM; 370,000 compounds, 0.75% hits; in the data active means inhibition above about 21%;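 further: UHRF1 SRA domain binding a hemimethylated CpG hairpin DNA probe; 0% = median of test compound wells and 100% = reference inhibitor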
mABHD4 FP: inhibits mouse alpha/beta hydrolase domain 4 | purified mABHD4, FP-Rh probe fluorescence polarization | inhibition, % at 8.92 µM | 370,000 compounds, 0.54% hits;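 active means inhibition exceeding the mean over every tested compound plus 3 SD, cut at about 30% in these data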;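 further: 0% = plate median of compound wells and 100% = S159A mutant with DMSO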
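Test system: mABHD4 protein; Read-out basis: % inhibition; Incubation: 45 min + 60 min at 25 °C; Repeats: single replicate; Technique: fluorescence polarization with parallel and perpendicular emission, 525/598 nm; Compound: 8.92 µM, single dose; Benchmarks: full inhibition S159A mutant plus DMSO, zero as sample-well median.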
LEDGF integ inh: blocks HIV-1 LEDGF/p75-dependent DNA integration; 370,000 compounds, 0.64% hits; TR-FRET IN-LEDGF/p75 DNA integration, Eu/Cy5; inhibition, % at 3.7 µM;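 active means inhibition above the screen-wide mean plus 3 SD, cut at about 13% in these data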;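 further: signal is the Cy5 over europium emission ratio at 671 and 618 nm; 0% = plate median of compound wells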
TCR-CD3 inh: blocks the human TCR-CD3 interaction; TAMRA-labeled TCR probe fluorescence, biochemical; inhibition, % at 9.4 µM; 360,000 compounds, 0.37% hits; AID 651800; in the data active means inhibition above about 19%;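 further: recombinant mutant TCR 2C K166C tagged with TAMRA read by polarization; 0% = receptor in buffer alone and 100% = receptor with positive control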
TDP2 inh: TDP2 (human) inhibition, absorbance primary screen. recombinant TDP2, T5PNP hydrolysis, p-nitrophenol absorbance 415 nm. inhibition, % at 12.8 µM. 370,000 compounds, 0.34% hits. AID 720702;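 active means inhibition above the mean of all tested compounds plus 3 SD, set per campaign, cut at about 25% in these data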;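 further: 0% = DMSO with enzyme and 100% = buffer with substrate but no TDP2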
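System – recombinant human TDP2 · Amount – 120 nM TDP2 per well · Buffer or medium – Mg2+-containing Tris-HCl buffer, pH 7.5 · Reagent – T5PNP substrate, 5 mM · Dosing – 12.8 µM single point, 1% DMSO · Incubation – 2 h at 37 °C · Measured by – epi absorbance · Read-out basis – percent inhibition · Benchmarks – high control without enzyme, low control DMSO plus TDP2 · Repeats – singlicate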
HTRA1 inh: blocks human HTRA1 serine peptidase | recombinant HTRA1, FP-rhodamine activity-based probe, fluorescence polarization | inhibition, % at 5.96 µM | 340,000 compounds, 0.5% hits | AID 504803; in the data active means inhibition above about 36%;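 further: 0% = enzyme with DMSO and 100% = wells lacking enzyme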
PRMT1 inh: blocks human protein arginine methyltransferase 1 | inhibition, % at 2.79 µM | 370,000 compounds, 1.3% hits | recombinant PRMT1, activity-based probe fluorescence polarization | Q99873;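 active means inhibition above about 21% made by adding two undisclosed values, limit read from the data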
Target sequence (Q99873 whole entry, looked up): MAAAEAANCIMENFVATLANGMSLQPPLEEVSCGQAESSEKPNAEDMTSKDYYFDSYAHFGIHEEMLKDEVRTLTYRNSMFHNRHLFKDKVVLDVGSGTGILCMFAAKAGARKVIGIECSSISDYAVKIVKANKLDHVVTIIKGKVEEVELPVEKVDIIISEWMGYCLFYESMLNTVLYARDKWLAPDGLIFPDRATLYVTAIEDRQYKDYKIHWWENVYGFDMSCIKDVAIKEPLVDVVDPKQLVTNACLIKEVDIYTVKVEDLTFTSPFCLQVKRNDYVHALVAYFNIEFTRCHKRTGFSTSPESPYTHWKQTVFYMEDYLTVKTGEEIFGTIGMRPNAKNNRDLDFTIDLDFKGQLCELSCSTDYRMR
* marks the source's active call; other numbers are inactive results; . = no result given.

SMILES	PG9 Ab binder	DDE Tn7 FP inh	SIAE inh	UHRF1 MBD2 ctr	mABHD4 FP	LEDGF integ inh	TCR-CD3 inh	TDP2 inh	HTRA1 inh	PRMT1 inh
Cc1ccc(C(C(=O)NC2CCCCC2)N(CCC(C)C)C(=O)CNC(=O)c2ccco2)o1 (configuration not stated)	-0.3	0	-2	21*	-1	4	7	9	-16	3
COCCNC(=O)C1(C)CCCN(C(=O)c2ccc(C(F)(F)F)cc2)C1 (configuration not stated)	-0.2	6	5	-2	5	-2	-2	6	.	0
Cc1cc(C)cc(N(CC(=O)N2CCN(c3ccccc3)CC2)S(=O)(=O)c2c(C)noc2C)c1	-0.7	-6	-4	1	-1	4	6	-6	-4	-2
O=C(Nc1ccc(F)cc1)c1ccc(=O)[nH]n1	0.3	-3	-1	2	3	4	-7	3	1	-4
CCOC(=O)C1CCCN(S(=O)(=O)c2ccc(-n3cnnn3)c(C)c2)C1 (configuration not stated)	-2.6	3	3	4	-3	2	0	3	2	-1
CN1OC[C@@H]2CN(C(=S)Nc3cc(C(F)(F)F)cc(C(F)(F)F)c3)[C@H](c3ccccc3Br)C[C@@H]21	-0.3	2	-3	3	-8	-3	-6	-7	.	7
O=C(CSc1nnc(Cn2c(=O)sc3ccccc32)n1CCc1ccccc1)N1CCOCC1	-0.6	0	-7	2	-5	-1	8	-10	-9	4
CCN(CC(=O)NCc1cccs1)C(=O)c1ccc(S(=O)(=O)N(C)C)cc1	0.6	0	2	1	3	2	-2	4	-4	3
Nc1nc2ccccc2n1/N=C/c1ccc(Br)cc1	-0.7	2	-7	-5	-4	-1	5	-5	-15	-1
FC(F)(F)c1ccccc1Cc1c(C2CCCCC2)nc2c3ccccc3ccn12	-0.9	-5	3	22*	5	3	-4	-14	.	-6
O=C(OC12CCCN(C1)/C(=C/c1ccccc1)C2)C1CCCCC1 (configuration not stated)	.	-2	-1	3	-6	2	.	-4	.	2
CC1CCCC(C)N1C(=O)COC(=O)CN1C(=O)c2ccccc2C1=O (configuration not stated)	-1.0	8	2	-2	0	-3	-1	-3	1	2
CC[C@]12c3[nH]c4ccc(Cl)cc4c3CCN1C(=O)[C@@H](CC(=O)NCC13CC4CC(CC(C4)C1)C3)C[C@@H]2C(=O)N1CCN(C(=O)c2ccco2)CC1	0.3	-2	-9	5	3	0	-9	-3	-56	9
Cc1cc(C(=O)CSc2nnc(N)s2)c(C)n1CCc1ccc(F)cc1	-0.6	1	-3	0	-6	1	-3	0	-16	3
O=C1c2cccnc2C(=O)N1Cc1ccco1	1.9	2	1	-1	11	-2	1	9	3	4
CC(c1nc2ccccc2c(=O)[nH]1)N1CCN(C)CC1 (configuration not stated)	-0.2	-1	9	3	-1	0	0	4	3	4
CCCC1CC(CSc2ncn[nH]2)OC1=O (configuration not stated)	-0.9	7	1	4	-3	2	-2	-8	5	1
CCCCCCCCCCCC(=O)N1CC(=O)NC(=O)C1	0.0	6	-3	-1	0	-4	-3	-7	.	4
CC(=O)N1CCOc2ccc(S(=O)(=O)Nc3ccc(C)cn3)cc21	0.9	-2	-1	-1	3	-11	-7	-11	4	3
Cc1cc(C)c2oc(-c3cccc(N)c3)nc2c1	0.1	6	-4	3	4	-1	1	-4	0	4
CC(=O)CC[C@H]1CC[C@]2(CCCN(C(=O)C3CCCC3)C2)O1	.	-5	-4	1	2	-1	.	2	.	-1
COC(=O)c1cc(S(=O)(=O)N2CCN(c3ccccc3OC)CC2)cn1C	0.8	-4	5	0	1	0	-1	3	-4	-3
COc1ccc(CC(=O)Nc2cc(C)on2)cc1OC	0.5	8	1	1	4	1	3	0	-2	-4
Cc1c(CC(=O)N[C@@H](C)C(=O)O)c(=O)oc2c(C)c3occ(-c4ccccc4)c3cc12	-0.4	2	-12	1	-1	-2	0	-6	-4	7
CCOC(=O)C1(NC(=O)C2(N3C(=O)c4ccccc4C3=O)CCCC2)CCCC1	0.8	1	-3	1	-1	-3	4	3	4	-3
CC(C)n1ncc2c(C(=O)Nc3ccc(S(C)(=O)=O)cc3)cc(C3CC3)nc21	0.1	3	-15	2	-13	-4	3	6	-26	3
CC(C)(C)Cc1c(-c2ccccc2)nc2ccc(Cl)cn12	-0.9	3	-6	21*	-5	-4	3	3	-17	3
Cc1ccc2nc(NC(=O)CSCc3ccccc3)sc2c1	0.4	-1	-4	-5	1	0	6	2	-8	-1
NC(c1cccc(F)c1)c1nc(-c2ccc(Cl)cc2)cs1 (configuration not stated)	0.5	6	-1	1	-11	2	0	-5	.	-1
N#Cc1c(C#N)c(O)c2ccccc2c1O	-7.0	-4	2	-6	13	-3	-1	19	8	1
CN(C(=O)COc1cc(=O)n(C)c2ccccc12)c1ccc(Cl)cc1	0.5	5	-5	1	1	-3	-5	10	-3	2
COc1ccc(C2/C=C\CN(C(=O)Oc3ccc(C(F)(F)F)cc3)CC(=O)N2Cc2ccc(F)cc2)cc1 (configuration not stated)	2.3	-3	-1	-2	-3	0	6	-7	-27	-1
Cc1ccc(NC(=O)C2(C)CCN2C(=O)C2CCCCC2)cc1C (configuration not stated)	-1.7	-4	-12	2	-13	1	2	-23	.	-1
CSc1ccccc1C(=O)N(CC1CCCO1)c1c(N)n(Cc2ccccc2)c(=O)[nH]c1=O (configuration not stated)	-2.5	2	-2	3	3	2	5	1	-2	-4
CC1=C(C(=O)Nc2ccc(C)cc2)C(c2ccc(N(C)C)cc2)NC(=O)N1 (configuration not stated)	-5.0	4	0	2	1	-2	-2	4	1	5
O=C(Nc1ccc(S(=O)(=O)N2CCCC2)cc1)Nc1ccc(F)cc1F	-0.5	10	-22	2	-20	-1	8	-7	-24	3
COc1ccc(CC(=O)Nc2ccc(N(C)C)c3ccccc23)cc1	-2.5	1	2	0	-1	3	3	-1	0	6
CCOC(=O)c1ccc(NC2Nc3cc(C)nn3S2)cc1 (configuration not stated)	0.7	-3	-1	-2	5	2	-1	27*	-4	5
COc1ccc(NC(=O)c2ccc(NC(=O)c3cccnc3)cc2)cc1	-0.5	-4	-5	-2	5	1	1	-3	-3	-9
O=C(NC1CCOCC1)C1CCC(=O)N(CCc2ccc(Cl)cc2)C1 (configuration not stated)	-1.9	-1	1	1	4	3	8	15	1	2

Single values from the results shown.
CSc1ccccc1C(=O)N(CC1CCCO1)c1c(N)n(Cc2ccccc2)c(=O)[nH]c1=O (configuration not stated) | UHRF1 MBD2 ctr: 3
O=C(NC1CCOCC1)C1CCC(=O)N(CCc2ccc(Cl)cc2)C1 (configuration not stated) | TCR-CD3 inh: 8
COc1ccc(NC(=O)c2ccc(NC(=O)c3cccnc3)cc2)cc1 | HTRA1 inh: -3

(more compounds)
SMILES	PG9 Ab binder	DDE Tn7 FP inh	SIAE inh	UHRF1 MBD2 ctr	mABHD4 FP	LEDGF integ inh	TCR-CD3 inh	TDP2 inh	HTRA1 inh	PRMT1 inh
CNc1nc(Nc2ccc(C)c(Cl)c2)nc(N)c1[N+](=O)[O-]	0.1	6	-29	2	-24	2	6	-1	-62	4
COc1ccc(C2CC(=O)Oc3cc(OC)c(OC)c(OC)c32)cc1 (configuration not stated)	-1.0	5	1	-2	3	2	3	8	6	-3
Cc1[nH][nH]c(=O)c1C(c1ccc(-c2ccc(Cl)c(Cl)c2)o1)c1c(C)[nH][nH]c1=O	-2.8	0	21*	7	17	3	1	64*	40*	13
CC1Cc2cc(S(=O)(=O)N3CCCC(C(=O)N4CCCCC4)C3)ccc2N1C(=O)C1CC1 (configuration not stated)	-1.6	-6	0	0	7	-2	-8	-7	2	2
O=C1C2CCCCN2C(=O)N1CCCCN1CCN(c2ccc(F)cc2)CC1 (configuration not stated)	-1.7	3	2	3	3	-4	-14	0	7	4
Cc1cccc(OCC(=O)N2CCC(N3CCCCCC3)CC2)c1	2.2	0	1	5	3	3	-1	-2	-3	4
COC(Cc1nnc(SC)n1-c1ccccc1)OC	-1.5	-1	2	-1	4	-3	0	-5	3	-1
S=c1[nH]nc(Nc2ccccc2Cl)s1	-0.3	-9	-6	-2	-4	-3	1	12	6	23*
Cc1ccc(C)c(NC(=O)CN(C)C(=O)c2ccccc2OCc2ccccc2Cl)c1	-1.5	3	-5	3	-8	1	3	2	-12	-6
COc1ccc(-c2nc(CS(=O)CC(=O)NCCCN3CCCC3)c(C)o2)cc1OC (configuration not stated)	0.1	6	-7	3	-3	-1	-5	7	3	2
O=[N+]([O-])c1ccc(OCCOc2ccccc2/C=N/n2cnnc2)cc1	-4.7	4	-1	0	-3	-2	2	5	-1	-1
COc1cccc(C(=O)NCCC(=O)NCc2cc(=O)n(C)c(=O)n2C)c1	1.7	-5	-5	1	0	1	3	4	13	1
Cc1ccc(N2CC(C(=O)Nc3ccc(N4CCOCC4)cc3)CC2=O)cc1C (configuration not stated)	1.6	3	-3	-1	8	-5	3	-5	1	0

Some of these compounds in order of the UHRF1 MBD2 ctr value, lowest first:
| Structure | UHRF1 MBD2 ctr |
| --- | --- |
| S=c1[nH]nc(Nc2ccccc2Cl)s1 | -2 |
| Cc1ccc(N2CC(C(=O)Nc3ccc(N4CCOCC4)cc3)CC2=O)cc1C (configuration not stated) | -1 |
| O=[N+]([O-])c1ccc(OCCOc2ccccc2/C=N/n2cnnc2)cc1 | 0 |
